Screens (PubChem BioAssay)
TbPYK inhibitor: blocks Trypanosoma brucei pyruvate kinase; Q57TT1; TbPYK enzyme, Kinase-Glo Plus ATP luminescence, 45 min; Potency, µM (titrated, usually from 76.8 µM), without a hit: at the highest dose activity, negative = inhibition, most hits filed as inhibitors; actives 0.12% (n = 410,000); AID 624173; note: potency is the fitted concentration of half-maximal effect; % is set by controls: 0 for no effect and ±100 for the full control effect; nearly all actives have a fitted effect of over 50% in size
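Activity of T. brucei pyruvate kinase was followed by Kinase-Glo Plus luminescence after the enzyme reacted 45 min at room temperature with 130 uM ADP (final) and substrate. Test compounds were added before ADP at multiple concentrations.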
AMA1 RON2 block: inhibitors of Plasmodium falciparum AMA1-RON2 interaction; AlphaScreen AMA1-biotinylated RON2 peptide binding; Potency, µM (doses to about 58.2 µM), without a hit: top-dose activity change, negative = inhibition, hits mostly inhibitors; actives 0.2% (n = 360,000); AID 720542;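 note: potency is the fitted concentration of half-maximal effect; 0% = vehicle wells and -100% = peptide control; nearly all actives have a fitted effect of over 45% in size; some results filed as inactive show a strong effect at the top dose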
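AMA1 (3D7) with his tag at 25 nM final met compounds first, then biotinylated RON2 peptide at 25 nM; detection used donor plus acceptor beads, 10 µg/mL apiece, read by AlphaScreen after 30 min at room temperature.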
Shiga inhibitor: Shiga toxin inhibition; inhibition, % at 38.7 µM; actives 9.2% (n = 290,000); AID 2315; Vero cells, Shiga toxin protein synthesis inhibition reporter; in the data active = inhibition mostly above about 28%, no sharp cut-off; inactive = mostly below about 43%; note: 0% is about no effect
Cycloheximide cs: counter-screen for Shiga toxin inhibitors: cycloheximide protein synthesis inhibition; max response, %; actives 12% (n = 300,000); cell reporter, cycloheximide protein synthesis inhibition counterscreen; in the data active = max response mostly above about 13%, no sharp cut-off; inactive = mostly below about 14%; note: read at 38.3 µM for the half of the compounds with a filed dose; 0% is about no effect
LmPK inhibitor: LmPK (Leishmania mexicana) enzyme inhibition. Q27686. purified LmPK, Kinase-Glo ATP luminescence, 1 h. Potency, µM (highest dose often 57.5 µM), for inactives: at the highest dose activity change, negative = inhibition, actives largely listed as inhibitors. actives 0.37% (n = 290,000). AID 1721; note: potency is the fitted concentration of half-maximal effect; % is set by controls: 0 for no effect and ±100 for the full control effect
Target sequence (Q27686 whole entry, looked up): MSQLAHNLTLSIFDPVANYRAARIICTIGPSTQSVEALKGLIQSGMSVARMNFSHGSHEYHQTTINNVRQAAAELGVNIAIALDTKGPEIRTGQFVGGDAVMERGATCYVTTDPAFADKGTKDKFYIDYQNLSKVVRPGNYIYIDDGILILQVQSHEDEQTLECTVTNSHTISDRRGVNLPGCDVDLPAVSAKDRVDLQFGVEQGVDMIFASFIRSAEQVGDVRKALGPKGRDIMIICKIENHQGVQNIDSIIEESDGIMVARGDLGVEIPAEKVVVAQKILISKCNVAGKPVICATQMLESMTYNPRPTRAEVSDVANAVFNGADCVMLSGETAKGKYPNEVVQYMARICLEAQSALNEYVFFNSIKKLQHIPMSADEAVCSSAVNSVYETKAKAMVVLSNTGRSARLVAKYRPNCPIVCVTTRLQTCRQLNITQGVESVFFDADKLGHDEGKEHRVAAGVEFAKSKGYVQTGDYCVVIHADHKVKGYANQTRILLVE
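Screened at intermediate enzyme activity to detect both inhibitors and activators: LmPK at 0.1 nM, with a 0.5 nM enzyme column as activation reference. PEP 0.5 mM, ADP 0.1 mM; ATP detected by luminescence after 1 h.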
Pf growth 96h: inhibits malaria parasite growth, 96 h; Potency, µM (top dose mostly 28.7 µM), inactives show top-dose activity change, negative = inhibition, hits mostly inhibitors; P. falciparum luciferase reporter growth, 96 h; actives 6.9% (n = 320,000); note: potency is the fitted concentration of half-maximal effect; % is set by controls: 0 for no effect and ±100 for the full control effect
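Erythrocytes infected with luciferase-expressing P. falciparum were dispensed at 2% hematocrit and 0.05% parasitemia (final), then incubated with compounds 96 hours at 37 C in 5% CO2. Luminescence after detection reagent addition reported growth.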
Pf growth 48h: P. falciparum growth inhibition at 48 hours (one generation); actives 5.9% (n = 310,000); AID 504832; Potency, µM (top dose mostly 28.7 µM), without a hit: top-dose activity change, negative = inhibition, usual class: inhibitors; P. falciparum luciferase growth in erythrocytes, 48 h; note: potency is the fitted concentration of half-maximal effect; % is set by controls: 0 for no effect and ±100 for the full control effect
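Here the parasites carry a stable luciferase gene and grow inside erythrocytes in Albumax-based RPMI medium with compound for one erythrocytic cycle. Activity is scored as loss of luminescent signal.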
Starred values were filed as active, the others as inactive; ? = inconclusive; nt = no result given; & = joins results of further samples; [ ] = dose if it differs, or a comment. Unless noted, calls come from the whole dose curve; as a rule, active = well fitted curve in the direction sought with a large enough effect; inconclusive = small, poorly fitted or top-dose-only effect, or another doubt; inactive = no such curve, though single readings can be large; an effect the other way counts as inactive or inconclusive.

SMILES | TbPYK inhibitor | AMA1 RON2 block | Shiga inhibitor | Cycloheximide cs | LmPK inhibitor | Pf growth 96h | Pf growth 48h
CCOc1cc(/C=N/NC(=O)COc2ccc(Cl)cc2)ccc1OS(=O)(=O)c1ccccc1 | -2% | 6% | 16 | 6 | -5% | ? | nt
Cc1ccc(NC(=O)Cn2ncn3c(cc4ccccc43)c2=O)cc1F | -12%&-4% | 12% | 13 | -2 | 4% | 27% | 18%
Cc1cc(-c2ccc(S(=O)(=O)N3CCN(c4cccc(C)c4C)CC3)s2)on1 | 0% | -6% | -2 | -2 | 3% | ? | -13%
Cc1ccc2cc(COC(=O)c3cccc([N+](=O)[O-])c3)c(=O)[nH]c2c1 | 1% | 1% | -7 | -3 | -2% | 1% | -3%
CCOC(=O)c1[nH]c2ccccc2c1NC(=S)Nc1cccc(C)c1C | -10% | 125%[activator] | 33 | 29* | -9% | 50%[activator] | 80%[activator]
O=C(NNC(=S)NCC1CCCO1)c1ccc(S(=O)(=O)N2CCOCC2)cc1 (centres undefined) | 0% | 41%[activator] | -3 | 2 | 3% | 45%[activator] | -10%
COc1ccc(CNC(=O)C/C(C)=N/NC(=O)COc2cccc(C)c2)cc1 | 7% | 66%[activator] | 43 | -4 | 3% | -5% | 4%
CCOC(=O)c1cc(-c2ccccc2)n(CCC(=O)NC(C)CC)c1C (centres undefined) | -6% | -2% | -11 | -2 | 4% | 4.1µM* | ?
COc1ccc(-n2c(-c3ccc(Br)cc3)c[n+]3c2SC(C)C3)cc1 (centres undefined) | 0% | -2% | 19 | 2 | 1% | ? | 0.33µM*
Cc1ccc(-n2[nH]c(C)c(/C=N/NC(=O)c3ccc(O)cc3O)c2=O)cc1 | 1% | -54% | 73* | 25* | -2% | ? | ?
Cc1nc(C)c(-c2ccc(SCC(=O)Nc3ccc(F)cc3F)nn2)s1 | 0% | 2% | 13 | 2 | -1% | 6% | -7%
O=C(Nc1ccccc1)OCCOc1cccc(Br)c1 | 2% | 12% | 8 | 2 | -9% | ? | 2%
O=C(C1CCCN(Cc2ccc(Cl)cc2)C1)N1CCCCC1 (centres undefined) | 2% | ? | -4 | -3 | -2% | -8% | 6%
COc1ccc(CNC(=O)C2CCCN(S(=O)(=O)c3c(C)nn(C)c3C)C2)cc1 (centres undefined) | 0% | 11% | -44 | -9 | -1% | -6% | nt
O=C(COc1ccccc1)NC1CCS(=O)(=O)C1 (centres undefined) | 2% | 4% | 2 | -4 | 4% | 42%[activator] | 7%
Cc1nc(N)sc1C(=O)N1N=N1 | -2% | 28% | -7 | -2 | 1% | 32%[activator] | 32%[activator]
COc1cc(CN2CCC(C(=O)N3CCCC(C)C3)CC2)cc(OC)c1O (centres undefined) | -1% | -13% | -34 | -4 | -4% | nt | 2%
CN(C)C(=O)CSc1nnc(CCN)o1 | 6% | 15% | 17 | -1 | 4% | 18% | 14%
C=CCn1cccc(C(=O)Nc2ccc(C)cc2)c1=O | 7% | 7% | 102* | 77* | -6% | 188%[activator] | nt
O=C(/C=C/Nc1ccc([N+](=O)[O-])cc1)c1ccc(Br)cc1 | -3% | 10%[11.6 µM] | -43 | 3 | -2% | ? | 44%[activator]
Cc1ccc(NC(=O)c2ccc(OCC3CCCO3)cc2)cc1 (centres undefined) | 1% | 13% | 104* | 57* | 1% | 209%[activator] | 190%[activator]
COc1ccc(-c2nnc(SCC(=O)N(Cc3ccccc3)C(C)(C)C)o2)cc1OC | -12% | -2% | -11 | 2 | 1% | nt | 12µM*
O=C(/C=C/c1ccco1)Nc1ccccc1C(=O)O | ? | 21% | 99 | 36 | ? | ? | 43%[activator]
COc1ccc(S(=O)(=O)N2CCC(C(=O)NCc3cccs3)CC2)cc1 | -2% | -15% | -23 | -1 | 1% | ? | -27%
NS(=O)(=O)c1ccc(N=Nc2c(=O)[nH]n3c(=O)c4c([nH]c23)CCCC4)cc1 | -12% | 39%[activator] | 7 | -3 | -10% | 2.3µM* | ?

The list goes on, overlapping the part above by 2 compounds.
SMILES | TbPYK inhibitor | AMA1 RON2 block | Shiga inhibitor | Cycloheximide cs | LmPK inhibitor | Pf growth 96h | Pf growth 48h
COc1ccc(S(=O)(=O)N2CCC(C(=O)NCc3cccs3)CC2)cc1 | -2% | -15% | -23 | -1 | 1% | ? | -27%
NS(=O)(=O)c1ccc(N=Nc2c(=O)[nH]n3c(=O)c4c([nH]c23)CCCC4)cc1 | -12% | 39%[activator] | 7 | -3 | -10% | 2.3µM* | ?
C=CCNC(=S)Nc1sc2c(c1C#N)CCCC2 | -10% | 4% | 68 | 23* | 1% | ? | 5%
O=C(N/N=C/c1ccc([N+](=O)[O-])cc1)c1cc(-c2ccc3c(c2)OCO3)n[nH]1 | -15% | -5% | 9 | -2 | -1% | 17% | 0%
CC1=NN(Cc2c(C)nn(Cc3ccccc3)c2C)C(C)(C)C1 | -3% | -23% | -5 | -2 | 11% | ? | 57%[activator]
c1ccc2c(c1)Nc1cc3ccccc3cc1S2 | -2% | -19% | 47* | 26* | 3% | 1.9µM* | -21%
Cc1csc(SCC(=O)NC(C)c2ccccc2)n1 (centres undefined) | -7% | -2% | 36 | 19 | 4% | ? | 3%
CCO[C@@H]1OC(C(=O)N2CCN(Cc3ccccc3)CC2)=C[C@H](c2ccc(Br)cc2)[C@H]1CCCO | -3% | -20% | -8 | 1 | 5% | 13µM* | ?
CC(=O)OCc1c(C(F)(F)F)nn(C)c1Oc1cccc(C(F)(F)F)c1 | nt | -7% | 8 | -2 | 0% | 100%[activator] | 92%[activator]
COCCOC(=O)CSc1ncccc1-c1nc2cc(C)c(C)cc2[nH]1 | -7% | 8% | 71 | 33* | 14µM* | 15% | 118%[activator]
O=c1c(-c2ccnn2-c2ccc(F)cc2)cnc2n1CCS2 | 2% | 17% | -28 | -1 | 9% | nt | 15%
CC(C)c1c(C(=O)N/N=C/C=C/c2ccccc2)nnn1-c1nonc1N | -4% | 99%[activator] | -6 | -10 | -9% | ? | 6%
CCOc1ccccc1N1CCN(C(=O)CSc2ccc3c(c2)OCCO3)CC1 | 4% | -13% | nt | nt | nt | ? | ?
CC1=CC(C)(C)N2C(=O)C3(N=C(N)NC(Nc4ccccc4)=N3)c3cc(C)cc1c32 (centres undefined) | 1% | -3% | -5 | -2 | 1% | -1% | ?
N#Cc1c(-c2ccccc2)nc(SCC(=O)Nc2ccccc2F)[nH]c1=O | 3% | 22% | 13 | -2 | 1% | 29% | 14%
CC1(c2nnc(-c3cccc(Cl)c3)o2)CC(c2cccc([N+](=O)[O-])c2)=NO1 (centres undefined) | -1% | -4% | -2 | -2 | -3% | 40%[activator] | 15%
O=C(OCc1nc2ccccc2s1)c1ccc([N+](=O)[O-])o1 | 3% | -1% | 1 | 7 | -4% | 31% | 13%
COc1cccc(N2C(=O)NC(=O)/C(=C/c3ccc([N+](=O)[O-])s3)C2=O)c1 | ? | -17% | 15 | -2 | -2% | 61%[activator] | 88%[activator]
COc1ccc(C2CC3(CC(C)(C)NC(=S)N3)Oc3cc(O)cc(C)c32)cc1 (centres undefined) | -17% | 51%[activator] | 1 | -2 | 7% | 4.1µM* | ?
O=[N+]([O-])c1ccc2nc(-c3ccncc3)[nH]c2c1 | 3% | -4% | 30 | 32* | -12% | 5.2µM* | 2.1µM*
COc1ccccc1Cc1nc(-c2ccncc2)no1 | 4% | -1% | 21 | 20* | -4% | -5% | 28%
CCN(CC)S(=O)(=O)c1ccc(NC(=O)CSc2nnc(-c3ccc(F)cc3)o2)cc1 | -1% | 4% | -14 | -7 | -1% | ? | ?
C=CCn1c(=O)c(C(=O)Nc2ccccc2C(=O)OCC)c(O)c2ccccc21 | -6% | 14% | 3 | 3 | 5% | nt | 6%
CCn1cc(C(=O)N2CCc3ccccc3C2)c(=O)c2cc(S(=O)(=O)N3CCCCC3)ccc21 | nt | nt | 16 | -2 | 1% | -26% | ?
O=C(Cc1ccccc1)NC(=S)Nc1cc(C(F)(F)F)ccc1Cl | -7% | 0% | 3 | 3 | 3% | 25% | 34%[activator]
COc1ccccc1N1CCN(C(=S)Nc2ccc3nc(N4CCOCC4)cc(C)c3c2)CC1 | 10% | 24% | 18 | -1 | -6%[11.5 µM] | ? | ?
CNS(=O)(=O)c1ccc(OC)c(-c2nnc3c4ccccc4c(C)nn23)c1 | -4%&5% | 9% | -9 | -5 | 7% | ? | ?
The list goes on.
SMILES | TbPYK inhibitor | AMA1 RON2 block | Shiga inhibitor | Cycloheximide cs | LmPK inhibitor | Pf growth 96h | Pf growth 48h
COCC(=O)N(Cc1cc2cc(OC)ccc2[nH]c1=O)c1ccccc1OC | 3% | 2% | -5 | 0 | -4% | 7%[5.75 µM] | -8%
Cc1ccc(S(=O)(=O)N2CCC(=O)N2)cc1 | -1% | -6% | -13 | -6 | -2% | 4% | 3%
O=C(NCC1CCCN(C(=O)c2cc(Cl)ccc2F)C1)c1ccc(F)cc1 (centres undefined) | 5% | 4% | 14 | 12 | -2% | -19% | 22%
Cc1cccc(OCC(=O)N(Cc2nnc(-c3ccccc3Cl)o2)C2CC2)c1 | 2% | 3% | nt | nt | nt | ? | ?
NC(=O)c1sc2nc3c(c(-c4ccco4)c2c1N)CCC3 | -22% | 0% | -9 | -2 | -9% | 13% | -3%
CCOc1ccc(N/C=C/C(=O)c2ccccc2)c([N+](=O)[O-])c1 | 25µM* | ? | 46* | 59* | 4µM* | ? | -49%
O=C(O)c1ccc(N/N=C/c2cc(Br)cs2)cc1 | 4% | -4% | 29 | 25* | -2% | -11% | 187%[activator]
O=C1c2oc3ccccc3c(=O)c2C(c2cccc(O)c2)N1CCCN1CCOCC1 (centres undefined) | -14% | -3% | 9 | -3 | 10% | -18% | nt
CC(C)CCNC(=O)c1ccc2c(SCC(=O)O)c3c(nc2c1)CCC3 | -2% | -2% | 11 | 8 | 2% | 1% | 11%
CCCc1nnc(NC(=O)CCC(=O)Nc2ccc(Cl)cc2)s1 | 1% | -1% | -1 | 0 | 0% | -6% | 18%
Cc1ccc(-c2csc(C3=C(O)CN(NC(=O)c4ccc([N+](=O)[O-])cc4)C3=N)n2)cc1 | 0% | 0% | -1 | -2 | 3% | 10% | 17%
O=C(O)CN(c1ccccc1)S(=O)(=O)c1cc(C(F)(F)F)cc(C(F)(F)F)c1 | -4% | 16% | 6 | -5 | 0% | 0% | -4%
CC(=O)c1ccc(Nc2ccc([N+](=O)[O-])c3nonc23)cc1 | -8% | -29% | nt | 21* | -5% | 2% | -6%
Cn1c(=O)c2c(nc(Sc3nc4ccccc4n3CC(=O)N3CCCCC3)n2C)n(C)c1=O | -1% | 0% | 19 | 4 | -1% | 89%[activator] | ?
Cc1ccc(S(=O)(=O)N2CCOCC2)cc1C(=O)NCc1ccccc1CN1CCCC1 | -2% | -1% | nt | nt | nt | ? | -25%

Limited to TbPYK inhibitor and Pf growth 96h, for some of the entries so far:
Compound | TbPYK inhibitor | Pf growth 96h
c1ccc2c(c1)Nc1cc3ccccc3cc1S2 | -2% | 1.9µM*
Cc1cc(-c2ccc(S(=O)(=O)N3CCN(c4cccc(C)c4C)CC3)s2)on1 | 0% | ?
O=C(O)CN(c1ccccc1)S(=O)(=O)c1cc(C(F)(F)F)cc(C(F)(F)F)c1 | -4% | 0%
N#Cc1c(-c2ccccc2)nc(SCC(=O)Nc2ccccc2F)[nH]c1=O | 3% | 29%

Not a hit list; overall some 21% were active at least once.
